Source: PubChem (National Center for Advancing Translational Sciences (NCATS))
Glioma ERSR ind = induces the endoplasmic reticulum stress response in human glioma cells; U87-MG GRP78 promoter luciferase reporter, 16 h; AID 602332; 420,000 tested, 0.02% active; Potency, µM, inactives show at the top dose activation, hits mostly activators; further: potency means the concentration at half of the fitted maximal effect; series mostly up to about 76 µM; % of control where 0% means no effect; nearly all actives have a fitted effect of over 35% in size
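Stably transfected U87-MG glioma cells carrying a GRP78-based luciferase sensor; 16 h compound incubation. Luminescence end-point read 10 min after Bright-Glo addition at room temperature.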
D2 potentiator = positive allosteric modulators of human D2 dopamine receptor | HEK293 T-REx D2, calcium flux, EC20 dopamine potentiation | potentiation, % at 10 µM | 340,000 tested, 0.34% active | AID 485347;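 active means potentiation over 3 SD above the plate norm, cut at about 30% in these data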; further: 0% is about no effect
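Primary screen. Calcium kinetics in induced HEK293 T-REx D2 cells: compound pre-addition 180 s, EC20 dopamine, 180 s more.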
RXFP1 antag = blocks the human relaxin receptor RXFP1; activity change, negative = inhibition, % at 57.5 µM; 350,000 tested, 0.59% active; HEK293-RXFP1, relaxin-stimulated cAMP HTRF, 30 min; active compounds read low; AID 1259400;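 active means activity change of -60% or lower, but not beyond a set lower limit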; further: on the % scale 0 is the no-effect control and ±100 the full control effect
D1 antag = human D1 dopamine receptor antagonism; P21728; HEK293 TREx D1 cells, calcium flux, dopamine EC80; active compounds read low; activity change, negative = inhibition, % at 10 µM; 360,000 tested, 3.2% active; in the data active means activity change below about -30%; further: on the % scale 0 is the no-effect control and ±100 the full control effect
Target sequence (P21728 whole entry, looked up): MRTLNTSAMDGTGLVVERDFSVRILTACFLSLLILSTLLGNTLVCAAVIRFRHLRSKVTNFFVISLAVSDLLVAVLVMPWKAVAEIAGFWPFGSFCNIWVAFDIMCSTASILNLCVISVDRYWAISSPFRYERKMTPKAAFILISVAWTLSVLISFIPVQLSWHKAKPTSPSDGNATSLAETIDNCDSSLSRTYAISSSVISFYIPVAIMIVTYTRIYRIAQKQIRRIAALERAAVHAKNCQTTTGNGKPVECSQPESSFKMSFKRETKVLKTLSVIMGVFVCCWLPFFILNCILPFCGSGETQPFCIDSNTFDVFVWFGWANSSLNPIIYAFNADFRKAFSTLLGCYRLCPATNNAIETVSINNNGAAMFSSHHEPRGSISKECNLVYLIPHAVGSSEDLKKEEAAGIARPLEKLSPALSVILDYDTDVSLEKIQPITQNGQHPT
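Kinetic fluorescence of a calcium dye serves as the read-out. D1-expressing Hek293 Trex cells, induced overnight at 30 C, are exposed to compound for 180 s before an EC80 dopamine addition, then read 180 s further.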
D1 ag = agonists of human D1 dopamine receptor; P21728; HEK293 T-REx D1 cells, calcium flux, agonist mode; activation, % at 2 µM; 360,000 tested, 1% active; in the data active means activation above about 30%; further: 0% is about no effect
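Tetracycline-induced HEK293 TREx D1 cells, force-coupled to calcium signalling, were dye-loaded with a no-wash calcium kit. Compound was pin-added after a 10 s baseline. Fluorescence was read kinetically at 1 cycle/s for 180 s, with calcium rises flagged as agonism.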
D1 PAM = potentiators of human D1 dopamine receptor | HEK293 TREx D1 cells, calcium flux, dopamine EC20 potentiation | potentiation, % at 10 µM | 360,000 tested, 0.036% active | AID 504651; in the data active means potentiation above about 30%; further: 0% is about no effect
RXFP1 ag = RXFP1 (human) receptor agonism; HEK293T-RXFP1 cAMP TR-FRET, 30 min; response scale: percent of porcine relaxin response, buffer zero; Potency, µM (top dose mostly 57.5 µM), for the others: top-dose activation, usual class: activators; 370,000 tested, 0.3% active; further: potency means the concentration at half of the fitted maximal effect; on the % scale 0 is the no-effect control and ±100 the full control effect; nearly all actives have a fitted effect of over 60% in size; many of its hits are not listed in these tables
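HEK293T cells stably expressing RXFP1 were pretreated with the PDE4 inhibitor Ro 20174, exposed to compounds for 30 min at 37C, lysed, and cAMP was read by TR-FRET. Data normalized to buffer (basal) and 29 nM porcine relaxin (100%).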
Vif-APOBEC3F blk = blocks the Vif interaction with APOBEC3F; HeLa A3F-eYFP + Vif (tagged APOBEC3F with the HIV-1 protein that degrades it), YFP fluorescence increase; Potency, µM (titrated, usually from 46.1 µM), inactives show at the top dose activity, negative = active; 390,000 tested, 0.2% active; AID 602313; further: potency means the concentration at half of the fitted maximal effect; % of control where 0% means no effect; nearly all actives have a fitted effect of over 65% in size
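Fluorescence increase (Ex 488/Em 500-530) after overnight compound treatment at 37 deg C flags inhibition of Vif-driven A3F-eYFP loss in stable HeLa A3F-eYFP/Vif cells seeded overnight beforehand.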
Vif-APOBEC3G blk = inhibitors of Vif-APOBEC3G interaction; Q9HC16; HeLa A3G-eYFP + Vif (tagged APOBEC3G with the HIV-1 protein that degrades it), YFP fluorescence, overnight; Potency, µM (titrated, usually from 46.1 µM), inactives show top-dose activity, negative = active, usual class: inhibitors; 410,000 tested, 0.076% active; AID 602310;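 further: potency means the concentration at half of the fitted maximal effect; on the % scale 0 is the no-effect control and ±100 the full control effect; nearly all actives have a fitted effect of over 60% in size; hits raise eYFP signal because A3G escapes Vif-driven loss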
Target sequence (Q9HC16 whole entry, looked up): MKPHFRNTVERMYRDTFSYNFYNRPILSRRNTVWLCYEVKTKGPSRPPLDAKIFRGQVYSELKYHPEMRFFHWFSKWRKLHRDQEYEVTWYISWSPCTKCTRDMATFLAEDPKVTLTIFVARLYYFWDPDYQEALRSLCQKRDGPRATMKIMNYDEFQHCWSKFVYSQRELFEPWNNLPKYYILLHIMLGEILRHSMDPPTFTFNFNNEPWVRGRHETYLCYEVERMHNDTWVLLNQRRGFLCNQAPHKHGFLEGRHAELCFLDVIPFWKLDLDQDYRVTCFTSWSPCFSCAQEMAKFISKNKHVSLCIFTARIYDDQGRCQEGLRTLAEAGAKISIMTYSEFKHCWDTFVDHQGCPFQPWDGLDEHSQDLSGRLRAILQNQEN
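HeLa cells stably expressing Vif and C-terminally eYFP-tagged A3G, seeded overnight at 37 deg C, then exposed to compound by pintool overnight at 37 deg C. Rise in yellow fluorescence (Ex 488/Em 500-530, Acumen) marks blocked Vif-driven A3G degradation.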
The depositor's hits bear a star; / = not tested or not shown; & = joins results of further samples. Unless noted, the call rests on the fitted dose curve; in most records, active means well fitted curve in the direction sought with a large enough effect; inconclusive means small, poorly fitted or top-dose-only effect, or another doubt; inactive means no such curve, though single readings can be large; an effect the other way counts as inactive or inconclusive. Some of the compounds tested. The share of hits here may be higher or lower than overall.

SMILES | Glioma ERSR ind | D2 potentiator | RXFP1 antag | D1 antag | D1 ag | D1 PAM | RXFP1 ag | Vif-APOBEC3F blk | Vif-APOBEC3G blk
O=C(Nc1cccn(Cc2cccc(F)c2)c1=O)NC1CCCCC1 | -4.1% | 1.6 | 3.8 | -0.8 | 0.5 | -3.4 | -0.1% | 5.3% | -0.7%
O=C(O)CC12CC3CC(C1)CC(n1ncc(NCc4ccccc4Cl)c(Cl)c1=O)(C3)C2 | -0.9% | 4.3 | -1.2 | -4.5 | 0.1 | 8.9 | 3.4% | -3.4% | 1.0%
CCCCC1(C)NC(=O)N(CC(=O)Nc2ccc(Cl)cc2C)C1=O (stereo not drawn) | -2.9% | / | -5.2 | / | / | / | / | 1.3% | 0.9%
COc1ccccc1NS(=O)(=O)c1ccc(C)c(C(=O)NCC2CCCO2)c1 (stereo not drawn) | -1.4% | -2.9 | 3.0 | 2.4 | 1.8 | 5.8 | 0.3% | -1.6% | -1.2%
Cc1cc(C)n2nc(SCC(=O)N/N=C/c3ccc(F)cc3)nc2n1 | 1.4% | 1.1 | 16.1 | 3.7 | 0.5 | -3.7 | 9.7% | -0.8% | -0.3%
O=C(CCCCC(=O)OC1CCCCC1)OC1CCCCC1 | 4.0% | / | 4.6 | / | / | / | / | -8.5% | -4.1%
Nc1nnn(-c2ccccc2)c1-c1ccccc1 | -0.8% | / | -8.6 | / | / | / | / | 25.2% | -2.9%
CCOc1ccc(NC(=O)c2cccc(OC(=S)N3CCC(C)CC3)c2)cc1 | 5.3% | / | 8.9 | / | / | / | 1.0% | -2.5% | 1.9%
Cn1c(C(=O)N2CCN(c3ccc(Cl)cc3)CC2)cc2c(=O)[nH]c3ccccc3c21 | -6.5% | 5.1 | -12.2 | -6.3 | -0.3 | -3.6 | 4.5% | -23.7% | -12.9%
COc1ccccc1CNC(=O)CN(c1ccccc1OC)S(C)(=O)=O | -2.0% | -4.3 | 0.3 | -5.5 | 10.0 | 2.5 | -1.1% | -1.5% | 5.8%
Nn1c(SCC(=O)Nc2ccc(OC(F)F)cc2)nnc1-c1ccco1 | -4.8% | 3.4 | -12.1 | 0.6 | 1.4 | -4.3 | 1.7% | -5.3% | 0.0%
O/N=C\c1ccc2noc(-c3ccc(Cl)cc3)c2c1 | -2.4% | -6.5 | 12.4 | -4.8 | 1.1 | 10.1 | 0.0% | 1.7% | 1.1%
CCOc1cc(C2C3=C(CC(C)(C)CC3=O)N(CCOC)C3=C2C(=O)CC(C)(C)C3)ccc1O | -1.7% | -12.3 | 3.3 | 0.4 | -1.8 | -7.0 | -0.3% | 2.0% | -0.3%
CC1CN(C(=O)CCNC(=O)c2ccc(Br)cc2)CC(C)O1 (stereo not drawn) | -1.7% | -1.7 | 0.2 | 2.5 | 1.1 | -9.9 | 1.9% | 0.9% | 4.2%
CCCSc1nnc(NC(=O)CCc2ccccc2)s1 | 4.7% | -1.6 | 12.8 | 1.5 | 1.5 | -3.1 | 2.1% | -6.2% | 0.9%
CCOC(=O)c1[nH]c2ccc(OC)cc2c1NC(=O)c1ccc(OC)c(OC)c1 | -4.1% | 14.3 | -8.8 | 6.0 | 1.0 | -2.9 | 0.4% | 0.0% | -4.9%
COc1ccc(C2(C)NC(=O)NC2=O)cc1OC (stereo not drawn) | -2.4% | 4.1 | 2.9 | -10.3 | -0.9 | -1.5 | 0.4% | -9.9% | -0.1%
Cc1noc(C)c1COc1ccccc1C(=O)NC1CCC(C)CC1 (stereo not drawn) | 1.5% | -2.6 | 5.4 | -14.1 | 5.5 | -7.5 | -0.3% | -9.7% | 1.1%
Cc1ccc(-c2nnc(-c3ccc(NC(=O)c4ccco4)cc3)o2)cc1 | 17.9% | / | -4.7 | 23.2 | 0.3 | -3.4 | 1.4% | -6.6% | -8.5%
COc1ccccc1NC(=O)C1=C(C)NC(SCC(=O)Nc2ccc(C(=O)O)cc2)=C(C#N)C1c1cccs1 (stereo not drawn) | -0.7% | 4.4 | -6.1 | -1.0 | 4.4 | -1.9 | 0.8% | 9.8% | -4.0%
Cc1c(NC(=O)C(C)OC(=O)CCc2c[nH]c3ccccc23)c(=O)n(-c2ccccc2)n1C (stereo not drawn) | -3.6% | 6.4 | 19.3 | -7.8 | -1.6 | -4.0 | -1.7% | 2.1% | -0.9%
O=C(Nc1ccc(C(=O)NCc2ccccc2)cc1)C1=CSCCO1 | 2.1% | 12.0 | 4.1 | 0.6 | 1.8 | -1.3 | 1.3% | -7.0% | -7.4%
CCC(=O)Nc1ccc2nc(SCc3ccc(C)cc3)sc2c1 | 1.0% | -10.1 | / | -2.5 | 1.8 | -0.5 | 2.0% | -10.8% | -0.4%
Cc1ccc(Nc2n[nH]c(=S)s2)cc1F | -0.6% | / | -18.9 | / | / | / | / | 16.3% | 3.5%
COc1cc(NC(=O)c2ccccc2)cc(OC)c1 | 4.8% | 0.6 | -1.2 | -2.2 | 2.3 | 2.5 | 1.3% | 0.2% | 1.1%
CS(=O)(=O)N1CCN(c2ccc(NC(=O)CSc3ccc(Cl)cc3)cc2)CC1 | -7.6% | 0.7 | -19.7 | 5.7 | 2.9 | -0.9 | -3.4% | -0.2% | -8.0%
O=C(Nc1ccc(CSc2ccccc2)cc1)c1ccc(CN2CCOCC2)cc1 | -2.9% | 9.8 | 1.5 | -16.6 | 26.9 | -7.8 | 3.8% | 8.3% | 2.4%
NC(=S)N/N=C1\CC(n2nnnc2-c2ccccc2Cl)C2COC1O2 (stereo not drawn) | -6.0% | -4.3 | 1.0 | 8.7 | 4.5 | -0.6 | -0.2% | -24.5% | -0.1%
Cc1ccc(C2CCN(C(=S)Nc3cccc(Cl)c3)C2)cc1 (stereo not drawn) | 1.9% | 3.8 | 2.9 | -13.9 | 6.1 | -1.4 | 3.8% | -1.2% | 0.8%
COc1ccccc1NC(=O)C(C)OC(=O)CSCC(=O)Nc1ccc(C)cc1C (stereo not drawn) | -0.9% | -3.9 | 11.4 | 23.0 | 0.5 | -4.5 | 0.8% | -18.8% | -0.9%
O=C(CSc1nccc(=O)[nH]1)Nc1ccc(N2CCOCC2)c(Cl)c1 | -1.0% | -1.5 | -1.4 | -3.0 | 5.3 | / | 1.5% | 15.0% | 0.7%
CC(=O)N1c2ccc(S(=O)(=O)Nc3ccc(C)c(Cl)c3)cc2CC1C (stereo not drawn) | -5.3% | 8.8 | -1.7 | -0.4 | 22.6 | -2.6 | 0.2% | -2.1% | -8.3%
CCC(C)[C@@H]1NC(=O)N(CCCN2CCCC2=O)C1=O (stereo partly drawn) | -0.2% | -6.3 | 0.9 | -6.7 | 0.0 | 0.3 | 0.1% | 19.9% | 0.5%
Cc1c(C(=O)NCc2ccccc2Cl)sc2nc3n(c(=O)c12)CCCC3 | 1.5% | -7.2 | 0.5 | -5.8 | -0.7 | -0.8 | 2.7% | 3.6% | -4.0%
CCC1(C)NC(=O)N(CC(=O)c2cc(C)n(C3CC3)c2C)C1=O (stereo not drawn) | 3.4% | 1.5 | 1.7 | -0.9 | 0.7 | 4.3 | -2.2% | -14.0% | 1.5%
CCCCNC(=O)N(O)C1N(/N=C/c2ccccc2O)C(=S)SC1(C)C (stereo not drawn) | 7.7% | -4.8 | -9.1 | 0.5 | 0.0 | 0.1 | 0.7% | 0.8% | -8.3%
O=C(Nc1nnc(S(=O)(=O)N2CCOCC2)s1)c1cccc(F)c1 | -3.7%&3.0% | -6.8&13.1 | -2.3&-13.9 | 13.4&-0.6 | 5.0&1.3 | 1.2&-2.7 | 2.7%&-3.7% | 0.6%&2.8% | -6.6%&4.8%
COC(=O)c1ccc(OC(=O)c2ccncc2)cc1O | -0.9% | 12.6 | 5.1 | -1.2 | 1.2 | -10.4 | 7.0% | -0.2% | -3.0%
Cc1cc(/C=N/n2cnnc2)c(C)n1-c1ccc2c(c1)OCO2 | -3.1% | -2.6 | 4.4 | 4.2 | 1.3 | -4.7 | 0.1% | -1.6% | -2.0%
Cc1cc(C)c2c(N)c(C(=O)Nc3ccc(C)c(C)c3)sc2n1 | 0.1% | -4.5 | -4.8 | -2.7 | 3.6 | 1.9 | 4.0% | -12.9% | 2.1%
O=C(Nc1cccc2ncccc12)c1ccc(-c2ccc(Br)cc2)o1 | -0.8% | 0.7 | -12.9 | -15.1 | 0.1 | 0.1 | 6.2% | -4.3% | -2.6%
COC(=O)c1ccc(-c2n[nH]c(=O)c3ccccc23)cc1 | -0.7% | 10.2 | -3.7 | 0.4 | -0.2 | -0.1 | 3.3% | 1.6% | 0.5%
CCCNC(=S)Nc1ccc(Oc2ccccc2)cc1 | 3.8% | 6.8 | -12.9 | -29.8 | 5.3 | -3.3 | 0.1% | 0.2% | 1.8%
CCOc1ccc(OCC)c(NC(=O)CN2CCN(c3ccc(C)cc3C)CC2)c1 | -2.7% | 9.2 | -20.3 | -5.4 | 0.3 | -3.1 | 1.1% | / | -3.4%
CCn1c(SCC(N)=O)nnc1-c1ccc(S(=O)(=O)N2CCN(C)CC2)cc1 | -3.5% | -8.6 | -6.8 | 14.5 | 4.3 | -3.2 | -0.4% | -11.2% | 1.3%
CCN(CC)CCCNCC(=O)Nc1ccc2c(c1)CCC2 | -2.1% | -3.7 | 3.9 | 3.7 | 1.1 | 7.3 | -1.7% | -0.2% | 0.1%
Cn1nc(-c2ccc(S(N)(=O)=O)s2)cc1C(F)(F)F | 0.1% | 1.0 | -1.5 | 2.6 | 4.1 | -1.2 | -1.7% | -5.9% | -3.6%

Random excerpt: three records from the list, in no set order.
SMILES | Glioma ERSR ind | D2 potentiator | RXFP1 antag | D1 antag | D1 ag | D1 PAM | RXFP1 ag | Vif-APOBEC3F blk | Vif-APOBEC3G blk
CC(=O)N1c2ccc(S(=O)(=O)Nc3ccc(C)c(Cl)c3)cc2CC1C (stereo not drawn) | -5.3% | 8.8 | -1.7 | -0.4 | 22.6 | -2.6 | 0.2% | -2.1% | -8.3%
Cn1nc(-c2ccc(S(N)(=O)=O)s2)cc1C(F)(F)F | 0.1% | 1.0 | -1.5 | 2.6 | 4.1 | -1.2 | -1.7% | -5.9% | -3.6%
COC(=O)c1ccc(-c2n[nH]c(=O)c3ccccc23)cc1 | -0.7% | 10.2 | -3.7 | 0.4 | -0.2 | -0.1 | 3.3% | 1.6% | 0.5%
